Source: PubChem (several laboratories)
West Nile antiviral: West Nile virus antiviral activity, cell-based, CPE readout (AID 1621); West Nile virus-infected cells, CPE inhibition; higher % means a stronger effect; CPE inhibition, % at 10 µM; hits with a dose series show IC50 in µM; 0.02% of 290,000 active; in the data active = a potency from the dose series; inconclusive = CPE inhibition mostly from about 3.7% at the one dose, without a potency; inactive = the rest, 99 in 100 with CPE inhibition below about 2.2%; note: strong numbers were not always called active
Dengue-2 NS5 capping: Dengue-2 NS5 methyltransferase inhibitors, primary screen, biochemical, confirmation dose response (AID 588689); Genome polyprotein (Dengue virus type 2 (strain 16681-PDK53)); Dengue-2 NS5 methyltransferase capping enzyme assay, biochemical; higher % means a stronger effect; inhibition, % at 25 µM; hits with a dose series show IC50 in µM; 0.3% of 340,000 active; in the data active = a potency from the dose series; inconclusive = inhibition above about 29% without an active follow-up result
LYP inhibition: inhibitors of LYP phosphatase, biochemical, fluorescence intensity, uHTS (AID 1779) | Tyrosine-protein phosphatase non-receptor type 22 (Homo sapiens) | recombinant LYP phosphatase, fluorescence intensity; higher % means a stronger effect | inhibition, % at 11.5 µM; hits with a dose series show IC50 in µM | 0.054% of 290,000 active; in the data active = inhibition above about 50%;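 note: plate controls were vehicle with enzyme for no effect and no enzyme for full effect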
MgcRacGAP inhibition: MgcRacGAP GTPase-activating activity inhibitors, confirmation, biochemical, ADP Hunter fluorescence. MgcRacGAP-stimulated Rac1 GTP hydrolysis, ADP Hunter fluorescence; higher % means a stronger effect; GST-tagged Rac1 F28L mutant substrate. AID 624330, 2012. inhibition, % at 30 µM; hits with a dose series show IC50 in µM. 0.6% of 340,000 active;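 active = first-screen hits whose inhibition reached a set limit at any dose in the follow-up dose series; inconclusive = inhibition above the set first-screen limit but never retested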;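 note: fluorescence reports GDP produced by GAP-driven GTP hydrolysis; strong numbers were not always called active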
GPR35 arrestin U2OS: GPR35 antagonists blocking zaprinast-driven arrestin recruitment, primary screen, imaging, U2OS, beta-arrestin-GFP, zaprinast agonist (AID 2058); G-protein coupled receptor 35 (Homo sapiens); U2OS GPR35 beta-arrestin-GFP translocation imaging, zaprinast antagonism; higher % means a stronger effect; inhibition, % at 10 µM; hits with a dose series show IC50 in µM; 0.052% of 290,000 active;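 active = inhibition of at least 50% with at least 30 cells and total cytoplasm GFP at most 10,000,000; inconclusive = under 30 cells or total GFP of 10,000,000 plus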
RSV CPE inhibition: RSV antiviral activity via CPE protection, HEp-2 cells, primary 10 µM value included (AID 2391); 0.13% of 310,000 active; HEp-2 cells, RSV-induced CPE inhibition; higher % means a stronger effect; CPE inhibition, % at 10 µM; hits with a dose series show IC50 in µM; in the data active = a potency from the dose series; inconclusive = CPE inhibition mostly from about 23% at the one dose, without a potency; inactive = the rest, 99 in 100 with CPE inhibition below about 21%; note: strong numbers were not always called active
SV40 large T antigen: SV40 large T antigen inhibitors, biochemical (AID 1903). SV40 large T antigen ATPase/helicase inhibition assay; higher % means a stronger effect. inhibition, % at 20 µM; hits with a dose series show IC50 in µM. 0.39% of 310,000 active; in the data active = a potency from the dose series; inconclusive = inhibition mostly from about 32% at the one dose, without a potency; inactive = the rest, 99 in 100 with inhibition below about 32%; note: strong numbers were not always called active
ER stress rescue: rescue of cells from ER stress-induced death, primary screen, 384-well, CSM14.1, thapsigargin, ATP luminescence (AID 1222); CSM14.1 thapsigargin-induced death rescue, ATP luminescence; higher % means a stronger effect; cellular ATP content (survival), % at 20 µM; hits with a dose series show EC50 in µM; 190,000 tested, under 10 active;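 active = EC50 below 50 µM in the dose-response confirmation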;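 note: death triggered by thapsigargin at about 15 µM added after 2 h compound pretreatment; cell ATP read after overnight thapsigargin exposure of roughly 18 to 22 hours; normalized against plate controls of thapsigargin alone and 5% DMSO vehicle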
PhoP inhibition: inhibitors of PhoP regulon expression, primary screen, Salmonella Typhimurium, GFP reporter (AID 1863) | S. Typhimurium PhoP-regulated promoter GFP reporter, 4 h; higher % means a stronger effect | inhibition, % at 50 µM, or IC50 in µM where a hit was titrated | 0.16% of 300,000 active;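 active = inhibition over 29.93%, a cutoff 3 SD above the screen mean, later confirmed by dose response; inconclusive = inhibition over 29.93% but no dose response follow-up; inactive = inhibition at most 29.93% or unconfirmed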;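 note: 0% = low Mg2+ inducing control and 100% = high Mg2+ repressing control; strong numbers were not always called active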
Dengue-2 NS5 capping pilot replicate: second read-out of Dengue-2 NS5 capping, no call of its own (marks repeat the call); inhibition, %; measured here: pilot screen replicate inhibition
* marks the source's active call; other numbers are inactive results; ? = inconclusive; . = no result given.

SMILES | West Nile antiviral | Dengue-2 NS5 capping | LYP inhibition | MgcRacGAP inhibition | GPR35 arrestin U2OS | RSV CPE inhibition | SV40 large T antigen | ER stress rescue | PhoP inhibition | others
O=C(O)c1cccc(S(=O)(=O)N2CCSCC2)c1 | 0.7% | 0.8% | -8.4% | -8.8% | -0.1% | 1.4% | 4.3% | -1.5% | -11.2%
COCCn1cc(C(=O)N2CCN(C)CC2)c2c3ccccc3n(C)c2c1=O | -0.2% | -1.6% | -8.2% | 10.8% | 12.2% | -0.6% | 14.3% | -0.7% | -1.1%
CN1CC(=O)Nc2ccccc2C1=O | -0.1% | -3.3% | -5.6% | 6.5% | 6.2% | 3.1% | 3.6% | . | -3.1%
Cc1c(C(=O)NCc2cccnc2)oc2ccc(S(=O)(=O)N3CCCCCC3)cc12 | 1.3% | -4.8% | 1.7% | 3.0% | 1.3% | 11.1% | 4.8% | . | 0.4%
Cc1nc2nc(SCC(=O)NCc3ccco3)nn2c(C)c1Cc1ccccc1 | . | -8.0% | -1.0% | 5.4% | -20.6% | 3.8% | 24.6% | -3.0% | 0.9%
CN(c1ncc(C(F)(F)F)cc1Cl)N1C(=O)c2cccc([N+](=O)[O-])c2C1=O | 0.4% | -4.8% | -3.8% | 4.0% | 4.9% | 3.3% | -13.7% | -1.1% | 4.0%
CCCN(N=Nc1cccc([N+](=O)[O-])c1)c1cccc([N+](=O)[O-])c1 | -0.3% | -4.8% | -1.1% | 3.7% | 5.7% | 20.6% | 8.4% | -0.8% | 7.6%
COc1ccc(C(CCN(Cc2ccc(OC)c(OC)c2)C(C)=O)c2ccccc2)cc1 (centres undefined) | -0.4% | -10.0% | -6.6% | 0.2% | -15.6% | 2.7% | 17.4% | 8.7% | -3.8%
CCOc1ccc(CCNC(=O)COC(=O)c2cc(OC)c(OC)c(OC)c2)cc1OCC | 0.1% | . | -5.5% | . | 6.0% | 2.1% | 6.4% | -0.5% | 8.3%
O=C(CCC(=O)Nc1ccccc1)NCCO | 0.2% | 3.4% | -0.4% | 9.7% | -3.4% | 2.5% | 19.7% | 3.6% | 7.6%
O=C(NCc1c[nH]c2ccccc12)c1ccccc1 | . | 1.5% | . | -2.6% | . | 0.4% | 7.4% | . | .
CCC(C)NC(=O)c1ccc(CN2CCc3ccccc3C2)cc1 (centres undefined) | -1.5% | -4.6% | -8.2% | -1.9% | 4.5% | 5.8% | 7.2% | . | -2.3%
C#Cc1ccc([C@@H]2C=C(C(=O)O)O[C@H](OCc3ccc(CO)cc3)C2)cc1 | -0.5% | -6.5% | 1.3% | 6.9% | -14.3% | 1.0% | 17.6% | -0.8% | -2.0%
CCOC(=O)C(CO)(NC(C)=O)C(=O)OCC | -0.3% | -11.8% | 2.4% | 3.8% | -2.5% | 1.2% | 5.2% | -0.9% | -10.2%
COc1ccc(NC(=O)CC2C(=O)N(c3ccc(OC)cc3)C(=O)N2CCc2cccs2)cc1 (centres undefined) | -1.2% | -5.1% | -7.6% | 4.6% | 9.5% | 1.4% | 4.9% | -2.6% | 26.0%
N#Cc1cc2c(nc1SCc1cccnc1)CCCC2 | 2.0% | -5.6% | -8.5% | 5.3% | 13.5% | 2.1% | 20.1% | -1.2% | 4.2%
CC1(C)CC(=O)C2=C(C1)Nc1ccccc1NC2c1cccc(F)c1 (centres undefined) | -0.6% | -5.9% | -3.6% | 12.3% | -0.4% | 0.5% | 5.2% | . | -2.0% | Dengue-2 NS5 capping pilot replicate=0.9
COc1ccc(/C=C2\C(=O)NC(=S)N2C(=O)c2ccc(C)cc2)cc1 | -0.4% | ? | 9.2% | 12.8% | -14.1% | 5.1% | 9.8% | -3.2% | -10.3%
O=C(c1ccc2c(c1)OCO2)N1CCC2(CC1)Oc1ccc(F)cc1C(=O)C21CC(c2ccc(Cl)cc2)=NO1 (centres undefined) | -0.1% | 0.8% | -0.5% | 6.0% | -7.9% | 6.4% | 20.0% | . | 3.3%
CCOc1ccc(NS(=O)(=O)c2ccc(C(=O)N3CCCCCC3)cc2)cc1 | . | -3.6% | . | 4.7% | . | 7.4% | 5.7% | . | -2.6%
COc1ccc(CCN=Cc2ccccc2O)cc1OC | 0.0% | -7.7% | -7.2% | 4.7% | -2.0% | 0.3% | 5.6% | . | -2.3%
CCc1noc(C)c1C(=O)Nc1cc(S(=O)(=O)N2CCCCC2)ccc1N(C)C | . | -1.5% | . | -2.1% | . | -0.5% | 10.1% | . | -6.6%
COC(=O)c1ccc(/C=N/Nc2nc(C)c(C)s2)cc1 | -0.3% | -7.7% | -3.9% | 4.2% | -1.7% | 1.9% | 3.3% | . | -4.1%
COc1cccc(Cn2c(=O)ccc3ccccc32)c1 | -1.0% | -5.5% | 2.4% | 1.0% | -5.9% | 2.3% | 9.5% | -0.5% | 5.0%
CCOC(=O)c1c(P(=O)(N2CCOCC2)N2CCOCC2)noc1N | 1.3% | 0.8% | -2.7% | 6.0% | 15.0% | 1.3% | 5.5% | -1.0% | -2.4%
COC(=O)c1cc(C(=O)OCC(=O)NCc2ccc3c(c2)OCO3)cc([N+](=O)[O-])c1 | 1.2% | -1.9% | -3.0% | 6.3% | -0.9% | 0.4% | 2.5% | -2.2% | -3.2%
C/C(=N\NC(=O)CNc1cccc(Cl)c1C)c1cccs1 | 0.2% | -11.1% | -3.8% | 4.7% | 5.5% | -1.4% | 3.2% | -0.8% | -9.9%
CCOC(=O)c1nnn(-c2nonc2N)c1CN(C)C1CCCCC1 | 0.5% | 0.0% | -6.6% | 1.6% | -0.7% | 1.1% | 0.3% | -0.4% | 1.7%
CCC1(C)COC2(OC1)C(=O)Nc1ccccc12 (centres undefined) | 0.5% | -2.6% | -4.6% | 9.2% | 8.2% | 0.8% | 13.1% | -0.6% | -3.7%
Cc1ccc(C2=CSC3=NS(=O)(=O)CCN23)cc1 | 0.2% | -4.6% | -4.7% | -9.9% | 3.8% | -1.8% | -1.0% | 0.0% | -5.7%
O=C(CN1C(=O)C2C3C=CC(C4CC34)C2C1=O)Nc1cccc2ncccc12 (centres undefined) | -0.1% | 0.9% | -5.3% | 4.7% | 3.6% | 4.7% | 1.3% | -0.4% | -4.8%
Cc1cc(C)n2nc(C(=O)N(C)c3c(N)n(Cc4ccccc4)c(=O)[nH]c3=O)nc2n1 | . | -0.7% | . | 2.4% | . | -0.7% | 17.7% | . | -4.5%
CN1CCN(c2ccccc2NC(=O)c2cc3ccccc3o2)CC1 | 0.6% | -2.0% | -1.7% | 12.3% | -3.9% | 6.6% | 15.4% | 1.6% | 7.4%
CCn1c(=O)cc(OCC(=O)NCCC(C)C)c2ccccc21 | 1.0% | -3.6% | -10.0% | 8.3% | 0.8% | -0.6% | -2.4% | 0.4% | 3.3%
COc1ccc(S(=O)(=O)N2CCC(C(=O)NCc3ccncc3)CC2)cc1C | -0.2% | -3.6% | -2.8% | 3.0% | -5.9% | 1.1% | 2.4% | . | 8.3%
COC(=O)Nc1ccc(S(=O)(=O)N2CCC(C(=O)N(C)C3CCCCC3)CC2)cc1 | -0.1% | 3.7% | -4.0% | 6.9% | 21.3% | 1.8% | 0.6% | . | 2.9%
C/C(CC(=O)NC1CCCCC1)=N\NC(=O)c1ccccc1C | 0.0% | -8.3% | -5.2% | 4.7% | -3.4% | 1.2% | 3.4% | . | 3.8%
COc1ccc(CCN(Cc2nc3ccccc3c(=O)[nH]2)C(=O)C2CC2)cc1 | -1.7% | -14.7% | -5.2% | -2.0% | 0.3% | 4.7% | 15.8% | 1.4% | 1.0%
CCc1nn(CC(=O)NC2CCN(Cc3ccccc3)CC2)c(=O)c2cc3cc(F)ccc3n12 | 12.0% | -1.7% | -7.6% | 7.2% | 15.1% | 3.3% | 5.3% | . | -0.2%
CCOc1cc(/C=N/NC(=O)c2cc3c(ccc4ccccc43)o2)ccc1O | -0.3% | -5.2% | -5.1% | -0.8% | -14.9% | 15.9% | 22.4% | . | -3.6%
Nc1nonc1-n1nnc(C(=O)N/N=C/C=C/c2ccccc2)c1CSC1=NCCS1 | -0.1% | . | 5.4% | . | -12.2% | 15.1% | 11.0% | . | 2.0%
CCOC(=O)c1c(-c2ccccc2)oc2cc(Br)c(O)cc12 | 1.4% | -7.8% | -1.4% | . | 10.8% | 10.8% | -1.1% | . | 17.5%
CCOC(=O)c1c(C(F)(F)C(F)(F)C(F)(F)C(F)(F)F)n[nH]c1C | 1.6% | -2.4% | 1.0% | 7.4% | 3.3% | 6.0% | -3.6% | -1.9% | 7.5%
O=C(NCCC1=CCCCC1)C1CCN(C(=O)c2ccc(Cl)cc2)CC1 | -1.1% | -4.2% | -10.7% | 11.4% | -0.2% | 3.9% | 3.4% | 1.5% | 3.0%
O=C(Nc1ccccc1N1CCN(C(=O)c2ccccc2)CC1)c1ccc([N+](=O)[O-])o1 | 2.5% | -1.8% | -5.7% | 1.3% | 3.9% | . | . | . | .
O=C(Nc1ccccc1)c1ccccc1NC(=O)[C@H]1CCCC[C@H]1C(=O)O | -0.1% | -3.9% | -7.0% | 7.8% | -4.4% | -0.5% | 12.2% | . | 7.5% | Dengue-2 NS5 capping pilot replicate=-1.5
Cc1ccc(C(=O)N2N=C(c3ccc(NS(C)(=O)=O)cc3)CC2c2cccs2)cc1 (centres undefined) | -0.5% | 0.7% | -3.0% | 17.3% | 3.5% | ? | 5.7% | . | 0.4%
Cc1c(Cl)cccc1NC(=O)CSc1nnc(C)n1CC1CCCO1 (centres undefined) | -0.3% | -4.8% | -1.9% | -4.7% | -19.3% | 0.0% | 0.2% | . | 3.3%

By substructure: the compounds so far with an aryl thioether with sulfur outside any ring
SMILES | West Nile antiviral | Dengue-2 NS5 capping | LYP inhibition | MgcRacGAP inhibition | GPR35 arrestin U2OS | RSV CPE inhibition | SV40 large T antigen | ER stress rescue | PhoP inhibition | others
Cc1nc2nc(SCC(=O)NCc3ccco3)nn2c(C)c1Cc1ccccc1 | . | -8.0% | -1.0% | 5.4% | -20.6% | 3.8% | 24.6% | -3.0% | 0.9%
N#Cc1cc2c(nc1SCc1cccnc1)CCCC2 | 2.0% | -5.6% | -8.5% | 5.3% | 13.5% | 2.1% | 20.1% | -1.2% | 4.2%
Cc1c(Cl)cccc1NC(=O)CSc1nnc(C)n1CC1CCCO1 (centres undefined) | -0.3% | -4.8% | -1.9% | -4.7% | -19.3% | 0.0% | 0.2% | . | 3.3%
